FUS yeast rescue – rescues growth of FUS-expressing yeast. S. cerevisiae FUS-expressing, growth rescue, OD600, 24 h. Potency, µM (doses to about 76.6 µM), for inactives: at the highest dose growth rescue (activation), actives largely listed as activators. 0.24% of 390,000 active;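 also: plate controls were DMSO vehicle for no effect and reference control for full effect; nearly all actives have a fitted effect of over 55% in size; some results filed as inactive show a strong effect at the top dose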
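Yeast expressing FUS under galactose induction, OD 0.005 in 2% galactose medium; compounds in a dilution series, 24 h at 30C. Growth rescue by absorbance at 600 nm; CP55940 positive control, DMSO negative.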
Abeta yeast res – compounds reversing amyloid beta toxicity in yeast; yeast expressing A-beta42, growth rescue, OD600, 48 h; response scale: 0% DMSO, 100% iron-clioquinol control; Potency, µM (series often up to 46.1 µM), without a hit: top-dose growth rescue, actives largely listed as activators; 0.063% of 410,000 active; also: nearly all actives have a fitted effect of over 55% in size
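Yeast growth medium received pinned compounds, then yeast cells expressing toxic A-beta were added; plates incubated at 30 C for 48 hr. Growth read as absorbance at 600 nm, normalized to DMSO and equimolar FeCl3 plus clioquinol controls.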
Numbers without * were called inactive; u = inconclusive; [ ] = another dose, or the depositor's remark. Calls follow the shape of the dose curve; as a rule, active = well fitted activation curve with a large enough effect; inconclusive = small, poorly fitted or top-dose-only effect; inactive = no such curve, though single readings can be large or run the other way. Potency is read from the fitted curve at half-maximal effect.

The first two compounds as a preview:
Molecule | FUS yeast rescue | Abeta yeast res
COc1ccc(-c2noc(-c3cccnc3N3CCN(c4ccc(OC)cc4)CC3)n2)cc1 | 9% | -12%
Cc1ccc2c(CC(=O)Nc3nnc(C(C)C)s3)coc2c1C | -8% | -12%

This part in full, from the start:
Molecule | FUS yeast rescue | Abeta yeast res
COc1ccc(-c2noc(-c3cccnc3N3CCN(c4ccc(OC)cc4)CC3)n2)cc1 | 9% | -12%
Cc1ccc2c(CC(=O)Nc3nnc(C(C)C)s3)coc2c1C | -8% | -12%
O=C1CCCc2cc(S(=O)(=O)NCC3CCC(C(=O)NCc4ccccc4Cl)CC3)ccc2N1 (stereo not drawn) | 5% | 1%
Cc1ccc(-c2nnc(Nc3ccc(S(N)(=O)=O)cc3)c3ccccc23)cc1S(=O)(=O)N1CCOCC1 | 18% | -17%
COc1ccc(CN(C(=O)Nc2cccc(Cl)c2)c2ccccn2)cc1OC | u | -7%
COc1cccc(NC(=O)C2CCCN(S(=O)(=O)c3cn(C(C)C)cn3)C2)c1 (stereo not drawn) | 3% | -11%
CCOC(=O)c1scc(-c2ccc(C)cc2)c1S(=O)(=O)Nc1cccc(CC)c1 | 25% | -16%
COc1ccc(NC(=O)CSC2=Nc3ccccc3C3=NC(CC(=O)NCc4ccccc4OC)C(=O)N23)cc1Cl (stereo not drawn) | u | 6%
CCOc1ccccc1C(=O)N(Cc1ccccc1F)C1CCS(=O)(=O)C1 (stereo not drawn) | -18% | -11%
Cc1cc(C)cc(N2C(=O)N(CC(=O)c3ccc(Br)cc3)c3ccccc3S2(=O)=O)c1 | 10% | -7%
O=C(Cn1nc(C(F)(F)F)c2c1CCC2)Nc1ccc(Cl)cc1 | 1% | -1%
O=C(Cc1ccc(Cl)cc1)Nc1ccc2oc(-c3ccccc3F)nc2c1 | 10% | -5%
CCc1cccc(C)c1Nc1c(-c2ccc(N(C)C)cc2)nc2cnccn12 | 36% | u
COc1cc(CNc2ccc3[nH]c(=O)[nH]c3c2)cc(Cl)c1OCc1ccc(F)cc1 | 32% | -14%
Cc1ccc2c(CC(=O)NCc3ccccc3)coc2c1C | 10% | u
CCOC(=O)c1ccc(NC(=O)C(Cc2ccccc2)N2Cc3ccccc3C2=O)cc1 (stereo not drawn) | -2% | -9%
COc1cccc(-c2cc(C(=O)NCCc3ccc(OC)c(OC)c3)no2)c1 | 0% | -7%
CCOC(=O)C1CCCN(c2c(C(=O)c3ccccc3)cnc3ccc(F)cc23)C1 (stereo not drawn) | 5% | -3%
CCN(CC)CCCNC(=O)CCCn1c(=O)[nH]c2ccc(Br)cc2c1=O | -39% | -16%
COc1ccc(CCNC(=O)C(=O)NCC(c2ccc3c(c2)OCO3)N2CCOCC2)cc1OC (stereo not drawn) | 5% | -15%
CCOc1ccc(S(=O)(=O)n2nc(C)c(S(=O)(=O)N3CCCCC3)c2C)cc1 | 1% | -4%
CCc1nn2c(=O)c(S(=O)(=O)Nc3ccc(Br)cc3F)c(C)nc2s1 | 21% | 6%
O=C(CSc1nc(=O)[nH]c2c1CCC2)NCc1ccc(F)cc1 | -10% | -3%
CCOC(=O)c1c(NC(=O)CSc2nc(-c3ccccc3)cc(C(F)(F)F)n2)sc(C)c1C | -5% | 6%
COc1ccc(NC(=O)/C(C#N)=C/c2ccc(OCc3cc(=O)n4nc(C)sc4n3)cc2)cc1 | -12% | -21%
CN1C(=O)c2[nH]nc(-c3ccc(F)cc3)c2C1c1cccc(O)c1 (stereo not drawn) | -11% | -30%
CS(=O)(=O)NCCc1csc2nc(-c3ccccc3)nn12 | 0% | 8%
CCN(CC)C(=O)C1CCCN(c2ncnc3onc(C)c23)C1 (stereo not drawn) | 16% | -7%
Cc1cc(C)cc(OCC(=O)N(Cc2ccco2)Cc2ccccc2Cl)c1 | 27% | 9%
Cc1ccc(S(=O)(=O)N(CC(=O)Nc2cccnc2)c2cc(Cl)ccc2C)cc1 | 43% | -13%
COc1ccccc1CNC(=O)CCCn1c(=O)c2ccccc2n(Cc2ccccc2F)c1=O | 28% | -15%
CCN1C(=O)c2ccccc2Sc2ccc(NC(=O)Nc3ccc(C(C)=O)cc3)cc21 | 7% | 1%
O=C(NCC(c1cccnc1)N1CCN(Cc2ccccc2)CC1)C(=O)Nc1cccc(Cl)c1 (stereo not drawn) | 16% | -9%
O=C1CN(C(=O)Cc2ccc(F)cc2)C(c2ccccc2)c2cc(Br)ccc2N1 (stereo not drawn) | 6% | 7%
CC1CCN(c2nc3ccc(C(=O)NCCc4ccc(S(N)(=O)=O)cc4)cc3s2)CC1 | -1% | 0%
CC(=O)Nc1ccc(NC(=O)c2cc(-c3ccc4c(c3)OCCO4)on2)cc1 | 6% | -7%
O=C(c1cccn1-c1nnc(N2CCCCC2)s1)N1CCN(c2ccccc2)CC1 | 20% | -4%
Cc1ccc(CCNS(=O)(=O)c2cc(-c3cc(C)no3)ccc2C)cc1 | 31% | -13%
COc1cc2c(cc1OC)C(COc1ccc3c(C)cc(=O)oc3c1)N(C(=O)c1cccc(C)c1)CC2 (stereo not drawn) | -16% | -1%
O=C(Nc1ccc(OCc2cc(=O)n3ccsc3n2)cc1)c1ccc(F)cc1 | -20% | 13%
CCOc1cccc(C2Oc3nc(SC)nnc3-c3ccccc3N2C(C)=O)c1OC (stereo not drawn) | 6% | 6%
COC(=O)c1ccc(C2c3c(oc4cc(C)c(C)cc4c3=O)C(=O)N2c2ccccn2)cc1 (stereo not drawn) | -1% | 15%
Cc1ccc(NC(=O)CCCc2nnc3n(C)c(=O)c4sccc4n23)cc1C | -20% | -22%
CCOC(=O)c1cc(-c2ccc(C)cc2)n(CCC(=O)Nc2cc(Cl)ccc2C)c1C | -27% | -5%
CCc1cccc(NC(=O)Cn2c(=O)n(Cc3ccccc3)c(=O)c3c2c2cc(OC)ccc2n3C)c1 | 10% | -3%
CCOC(=O)N1CCc2c(sc3c2c(=O)n(Cc2ccccc2)c(=O)n3Cc2cc(C)ccc2C)C1 | -6% | 5%
Cc1cc(C)cc(NC(=O)CSc2nccn2C2CCCC2)c1 | 22% | 9%
CCOc1ccccc1Nc1sc(C(=O)c2ccccc2)c(N)c1C(=O)NCCc1ccccc1 | 45% | 5%
CCN(C(=O)c1cc2cc3ccc(OC)cc3nc2o1)c1cccc(C)c1 | 8% | -21%
Fc1ccc(-c2cn3cc(Cc4ccccc4Cl)sc3n2)cc1 | 28% | -11%
COc1ccccc1N1CCN(C(=O)CSc2nc3ccccc3nc2Cc2ccccc2)CC1 | 13% | -13%
CCn1c(CN2CCC(C)CC2)nc2cc(NC(=O)COc3ccc(Cl)c(C)c3)ccc21 | 12% | -3%
Cc1ccc(Cn2c(=O)n(Cc3ccc(C(=O)NC4CCN(Cc5ccccc5)CC4)cc3)c(=O)c3ccccc32)cc1 | 9% | 10%
c1ccc(-c2cc3ncc4c(n3n2)-c2ccccc2OC4)cc1 | -2% | -9%
Cc1cc(NC(=O)c2ccc(F)cc2)ccc1-c1cc2ccccc2oc1=O | 6% | -5%
Nc1ccc2nc(-c3ccc(O)cc3)sc2c1 | 8% | -56%[inhibitor]
COc1ccc(C(CNC(=O)COc2ccc(Cl)c(C)c2)N2CCOCC2)cc1 (stereo not drawn) | 18% | -6%
COc1ccc(N2CC(NC(=O)COc3ccccc3)CC2=O)cc1OC (stereo not drawn) | -12% | -12%
CCC(=O)N1CCc2cc(Br)cc(S(=O)(=O)CCC(=O)N3CCN(c4cccc(C(F)(F)F)c4)CC3)c21 | -2% | -5%
COc1cccc(C(=O)NCc2nc(-c3ccccc3)no2)c1OC | 16% | -21%

Further results follow.
Molecule | FUS yeast rescue | Abeta yeast res
COc1ccc(CNC(=O)Cc2csc3nc(-c4ccc(C)cc4)cn23)cc1 | 9% | 2%
COc1ccc(N2CCN(C(=O)CCc3c(C)nc4cc(-c5ccc(Cl)cc5)nn4c3C)CC2)cc1 | -19% | -7%
COCCNC(=O)c1ccc(-c2nc(CS(=O)(=O)c3ccccc3)c(C)o2)cc1 | 18% | -10%
COc1ccc(N2CCN(C(=O)C3CCCN(S(=O)(=O)c4ccc5c(c4)CCCN5C(C)=O)C3)CC2)cc1 (stereo not drawn) | 40% | -1%
COc1ccccc1NC(=O)C(Cc1ccccc1)NS(=O)(=O)c1ccc2c(c1)CCN2C(C)=O (stereo not drawn) | 42% | 11%
COc1ccc(S(=O)(=O)NCc2ccc3c(c2)CCN3C(=O)c2ccc(C)cc2)cc1Cl | 32% | 8%
Cc1[nH]c2ccc(C(=O)NCCc3ccccc3Cl)cc2c1C | 11% | 3%
O=C(NCCc1ccc(F)cc1)C(=O)NCC(c1cccs1)S(=O)(=O)c1ccccc1 (stereo not drawn) | -4% | -16%
CC(=O)c1cc(C(=O)Nc2cc(C)cc(C)c2)c2ccccn12 | -12% | -8%
Cc1cc(NC(=O)N(C)CCc2c(C)nn(C)c2C)ccc1Br | 12% | -11%
C=CCc1ccccc1OCCSc1nc(-c2cccs2)nc2cc(=O)[nH]n12 | 7% | -2%
CCOc1cc(C2Nc3ccccc3-c3nnc(SCc4ccccc4)nc3O2)ccc1OC (stereo not drawn) | 15% | -14%
COc1ccc(Cl)cc1C(=O)NCc1nc(-c2cccc(C)c2)no1 | -7% | -2%
O=C(COc1ccccc1Cl)OCc1cc(=O)n2nc(-c3cccs3)sc2n1 | 24% | -2%
Cc1ccc(NC(=O)CSc2nc3ccc(NC(=O)CCc4ccccc4)cc3s2)cc1 | 15% | -14%
O=C(CSc1ncc(-c2ccc(Cl)cc2)[nH]1)Nc1ccccc1F | 27% | 12%
O=C(CSc1n[nH]c(-c2ccccc2Cl)n1)N1CCN(c2ccccc2F)CC1 | 22% | 2%
COc1ccccc1Nc1cc(C)nc2nc(-c3ccccc3)nn12 | 26% | -8%
Cc1ccc(NC(=O)CN2CCCN(Cc3cc(C)ccc3C)S2(=O)=O)c(Cl)c1 | 24% | -4%
COc1ccc(CCNS(=O)(=O)c2cc(-c3onc(C)c3C)ccc2OC)cc1OC | 20% | 0%
Cc1cccc(Nc2nnc(-c3ccc(C)c(S(=O)(=O)N4CCOCC4)c3)c3ccccc23)c1 | 17% | -7%
Cc1ccc(C(=O)COC(=O)C(Cc2c[nH]c3ccccc23)NC(=O)c2ccc(C(C)(C)C)cc2)cc1 (stereo not drawn) | u | -17%
CCOc1ccc(CNC(=O)c2cnc3sc(N4CCOCC4)nn3c2=O)cc1OC | -2% | -11%
Cc1ccc(CNC(=O)c2ccc(Cn3c(=O)c4ccccc4n(CC(=O)Nc4ccc(C)cc4C)c3=O)cc2)cc1 | 12% | -5%
Cc1ccc(Cc2cnc(NC(=O)c3ccc4c(c3)CC(c3ccccc3)OC4=O)s2)cc1 (stereo not drawn) | -11% | -11%
CCn1c(=O)c2sccc2n2c(CCCC(=O)N3CCN(c4ccc(F)cc4)CC3)nnc12 | 5% | -27%
CCOc1ccc(-c2nnc(SCC(=O)NCCc3ccc(OC)c(OC)c3)nc2-c2ccc(OCC)cc2)cc1 | 10% | -11%
CCCN1CCN(CCNC(=O)Nc2ccccc2OCC)CC1 | -12% | -9%
CCc1cnc2c(c1SCc1c(F)cccc1Cl)c(=O)n(C)c(=O)n2C | -2% | -21%
Cc1cc(C)cc(OCc2cc(=O)n3c(-c4ccccc4)csc3n2)c1 | 22% | -2%

Reprinted from the part before: three entries, then new ones.
Molecule | FUS yeast rescue | Abeta yeast res
CCCN1CCN(CCNC(=O)Nc2ccccc2OCC)CC1 | -12% | -9%
CCc1cnc2c(c1SCc1c(F)cccc1Cl)c(=O)n(C)c(=O)n2C | -2% | -21%
Cc1cc(C)cc(OCc2cc(=O)n3c(-c4ccccc4)csc3n2)c1 | 22% | -2%
CCc1ccc(C(=O)COC(=O)C(NC(=O)C2CCC(C)CC2)C(C)C)cc1 (stereo not drawn) | 21% | -6%
COc1ccc(NC(=O)Cn2cc(C(=O)c3ccncc3)c(=O)c3cc(C)ccc32)cc1Cl | 22% | -4%
CCc1ccc(C2C(C(=O)Nc3ccc(Cl)cc3)=C(C)Nc3ncnn32)cc1 (stereo not drawn) | 13% | -20%
COc1ccc(N2CC(NC(=O)COc3ccc4ccccc4c3)CC2=O)cc1 (stereo not drawn) | 29% | -8%
COc1cc(Cl)c(C)cc1NC(=O)c1cc2ccc3cccnc3c2[nH]1 | -2% | -4%
Cc1cc(NC(=O)CSc2ncc(C(=O)Nc3ccc(F)cc3)c(=O)n2C)no1 | 1% | -8%
CCN(C(=O)CSc1nc2ccccc2[nH]1)c1ccccc1 | -20% | 12%

One compound at a time (already shown). Order of screens: FUS yeast rescue	Abeta yeast res
`O=C(Nc1ccc(OCc2cc(=O)n3ccsc3n2)cc1)c1ccc(F)cc1` is listed with -20%	13%
`CCOc1cccc(C2Oc3nc(SC)nnc3-c3ccccc3N2C(C)=O)c1OC` (stereo not drawn) is listed with 6%	6%

Only part of the results is shown, so the mix of outcomes need not match the whole.
